Screening data (PubChem BioAssay)
BH1578 lux ind – inducers of Vibrio cholerae quorum light production without autoinducers, primary screen, BH1578 luxS cqsA deficient, single point. AID 588436, 2011. 350,000 tested, 0.16% active. activation, % at 18.7 µM. V. cholerae BH1578 lux reporter, luminescence, 6 h; in the data active = activation mostly above about 9.7%, no sharp cut-off; also: not every result past the cut was called active; inactives centre near 0; reference of the scale not given here
CCHF vOTU inh – CCHFV vOTU protease inhibitors, primary screen, biochemical, Pep-AMC substrate, fluorescence; Crimean-Congo hemorrhagic fever virus L polyprotein viral ovarian tumor (vOTU) protease …; inhibition, % at 11.5 µM; 370,000 tested, 0.55% active; AID 651958, 2012; in the data active = inhibition above about 30%; also: 0% = vehicle wells with enzyme and 100% = no enzyme wells
TcdB GH inh – TcdB glycohydrolase inhibitors, primary screen, biochemical, single point, plate reader. Toxin B (Clostridioides difficile), P18177. TcdB glycohydrolase enzymatic assay. inhibition, % at 9.99 µM. 350,000 tested, 0.24% active; in the data active = inhibition above about 10%
SSB-PriA inh – inhibitors of Klebsiella pneumoniae PriA binding to SSB C-terminal tail, primary screen, biochemical, AlphaScreen; PriA–SSB C-terminal tail interaction (Klebsiella pneumoniae); AlphaScreen SSBct-PriA binding, biotinylated peptide; inhibition, % at 33 µM; 430,000 tested, 0.6% active; in the data active = inhibition mostly above about 37%, no sharp cut-off; inactive = mostly below about 20%;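 also: plate controls were negative control peptide for no effect and reference peptide for full effect; strong numbers were not always called active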
Yp Topo-I inh – Yersinia pestis topoisomerase I inhibitors, primary screen, biochemical, cleavage product accumulation, plate reader, single point; AID 504884, 2011; activity, % at 10 µM; Y. pestis Topo-I cleavage product accumulation; DNA topoisomerase I (Yersinia pestis CO92); 360,000 tested, 0.064% active; in the data active = activity above about 50%, passing the limit was not always enough; also: inactives centre near 2
PrPC surface inh – inhibitors of human cell surface prion protein PrPC, primary screen, cell-based, TR-FRET; TR-FRET read-out; inhibition, % at 13.8 µM; 370,000 tested, 0.43% active; AID 720596, 2013; in the data active = inhibition above about 24%; also: 0% = median of the test wells and 100% = reference compound wells
VHR inh abs – VHR1 phosphatase inhibitors, primary screen, biochemical, absorbance, uHTS; Dual specificity protein phosphatase 3 (Homo sapiens), P51452; inhibition, % at 13.3 µM; AID 1654, 2009; 290,000 tested, 0.52% active; recombinant VHR phosphatase, pNPP absorbance; in the data active = inhibition above about 50%; also: some compounds called inactive have numbers as strong as hits
Target sequence (P51452 whole entry, looked up): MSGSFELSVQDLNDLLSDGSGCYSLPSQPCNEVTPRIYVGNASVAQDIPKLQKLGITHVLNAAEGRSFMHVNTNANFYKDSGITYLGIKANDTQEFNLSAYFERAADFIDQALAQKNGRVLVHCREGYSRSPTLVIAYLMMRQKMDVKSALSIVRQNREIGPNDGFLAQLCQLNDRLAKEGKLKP
MazEF act – activators of E. coli MazEF toxin-antitoxin RNase, primary screen, biochemical, fluorescence, uHTS; Endoribonuclease toxin MazF (Escherichia coli (strain K12)), P0AE70; FAM/BHQ RNA-DNA oligo cleavage fluorescence, 5 h; activation, % at 20 µM; 350,000 tested, 0.32% active; in the data active = activation above about 50%
Target sequence (P0AE70 whole entry, looked up): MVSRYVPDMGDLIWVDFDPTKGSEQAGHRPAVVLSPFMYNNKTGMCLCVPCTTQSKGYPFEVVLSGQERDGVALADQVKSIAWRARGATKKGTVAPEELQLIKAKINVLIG
3CLpro inhibitor – SARS-CoV 3CLpro protease inhibitors, primary screen, biochemical, quenched FRET | Replicase polyprotein 1ab (Severe acute respiratory syndrome coronavirus), P0C6X7 | recombinant SARS-CoV 3CLpro, quenched FRET peptide cleavage | inhibition, % at 6 µM | 290,000 tested, 0.14% active; in the data active = inhibition above about 12%
Rv3671c inh – Rv3671c serine protease inhibitors, primary screen, biochemical, fluorescence polarization, M. tuberculosis H37Rv. inhibition, % at 5.96 µM. P9WHR9. 320,000 tested, 0.048% active; in the data active = inhibition above about 38%;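 also: extracellular domain of Rv3671c used as enzyme; 0% = enzyme with DMSO and 100% = no enzyme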
Target sequence (P9WHR9 whole entry, looked up, the tested form may be a part): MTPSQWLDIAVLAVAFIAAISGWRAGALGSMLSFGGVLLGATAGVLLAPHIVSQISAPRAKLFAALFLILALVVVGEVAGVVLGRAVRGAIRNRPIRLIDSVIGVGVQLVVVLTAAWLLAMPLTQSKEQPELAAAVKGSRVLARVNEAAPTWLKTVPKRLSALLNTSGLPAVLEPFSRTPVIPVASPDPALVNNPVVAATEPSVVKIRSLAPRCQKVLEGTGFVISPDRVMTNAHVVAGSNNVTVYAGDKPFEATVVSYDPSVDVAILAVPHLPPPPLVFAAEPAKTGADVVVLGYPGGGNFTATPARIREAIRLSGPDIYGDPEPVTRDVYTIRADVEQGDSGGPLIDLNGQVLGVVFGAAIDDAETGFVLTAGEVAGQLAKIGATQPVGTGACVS
* marks the source's active call; other numbers are inactive results; i = inactive; · = no result given; & = joins results of further samples.

SMILES	BH1578 lux ind	CCHF vOTU inh	TcdB GH inh	SSB-PriA inh	Yp Topo-I inh	PrPC surface inh	VHR inh abs	MazEF act	3CLpro inhibitor	Rv3671c inh
CC(=O)Nc1ccc(CN2CCN(CCc3ccccc3)C(CCO)C2)cc1 (configuration not stated)	0.6	-11	1.5	-9	20	3	-8	7	2	-1
COc1ccc(OC)c(/C=N/NC(=O)CNC(=O)c2ccc(S(=O)(=O)N3CCCC3)cc2)c1	-0.3	-40	0.4	·	12	2	2	3	-5	-17
CCOc1ccc(/C=N/N2C(C)CCCC2C)cc1 (configuration not stated)	i	3	2.1	·	-3	-4	·	-5	-3	-9
CCn1c(COc2ccc(C)cc2)nnc1SCc1nc2ccccc2[nH]1	i	-9	·	2	21	0	24	1	-6	-4
O=C(CNc1ccccc1)NN=C1CCCC1	-0.3	7	-1.0	2	10	5	7	9	-3	5
CCC(C)c1ccccc1OCCCCN1CCCC1 (configuration not stated)	-0.2	3	·	-15	-5	-5	-2	7	4	13
CC(C)NC(=O)c1csc(COCCO)n1	1.6	10	0.5	·	5	20	·	·	·	·
Cc1cc(-c2ccccc2)nc2oc3c(c12)NC(=O)CN(c1ccccc1)C3=O	-0.6	-9	-0.8	-22	-3	-13	10	8	-1	2
CN(Cc1ccccc1)C(=O)c1cccc(NC(=O)c2ccco2)c1	-0.3	1	·	-13	-2	4	-12	2	-2	-2
COc1ccc2c(c1)c(C(C)=O)c(C)n2-c1ccc(C(C)=O)cc1	i	-5	-0.1	-1	4	-1	2	11	0	·
CCCCCCC1(C)NC(=O)N(C(C)C(=O)Nc2ccc(N3CCOCC3)cc2)C1=O (configuration not stated)	-2.1	-8	-0.1	0	3	-1	·	3	·	4
Cc1ccc(NS(=O)(=O)c2cc(C(=O)N(C)C3CCN(C)CC3)ccc2Cl)cc1Cl	i	-8	0.1	11	-11	-7	·	4	·	5
CCOc1ccc(S(=O)(=O)N(CC(=O)NCc2ccncc2)c2ccc(C)cc2)cc1	-0.2	15	1.1	-10	20	7	-3	1	0	-3
O=C(c1ccc(COc2c(F)c(F)c(F)c(F)c2F)o1)N1CCN(Cc2ccc3c(c2)OCO3)CC1	2.6	8	·	5	26	1	4	-8	0	6
Cc1nnc(SCC(=O)NC2CCCc3c2cnn3-c2ccc(F)cc2F)o1 (configuration not stated)	-0.3	16	0.5	-11	6	4	2	-8	0	0
COCCNC(=O)C(c1ccc(C)o1)N(C(=O)Cn1nnc2ccccc21)c1ccccc1 (configuration not stated)	-0.3	-9	1.4	-11	-1	1	4	0	14*	-1
N#Cc1c(-c2ccccc2)nc(N2CCCCCC2)[nH]c1=O	-0.5	-3	·	13	-3	5	11	-1	2	-4
CC(C)Cc1ccc(CN2CCCC(NC(=O)CSc3nncn3C)C2)cc1 (configuration not stated)	-0.2	8	-0.6	·	7	3	-3	·	6	-3
CC(NC(=O)C(=O)N/N=C/c1ccc(Cl)cc1)c1ccccc1 (configuration not stated)	-1.6	1	-1.3	·	0	-1	19	-8	2	0
Cc1ccccc1C(=O)NC1CCN(C(=O)Nc2ccccc2Cl)CC1	-0.3	12	1.0	-7	5	-4	8	-27	-2	4
O=C(N/N=C/c1cc2c(cc1[N+](=O)[O-])OCO2)c1ccccn1	i	10	0.2	·	3	-16	·	2	-1	1
O=C(C[C@@H]1C/C=C\C[C@H](NC(=O)OCC2c3ccccc3-c3ccccc32)C(=O)OC[C@H]2CCCN2C1=O)N[C@H](CO)Cc1ccccc1	1.0	5	0.1	·	25	10	·	2	·	-7
Cc1cc(=O)n(C(NC(=O)c2ccccc2)C(=O)c2ccccc2)cn1 (configuration not stated)	-7.1	-10	·	-4	-6	1	14	1	2	-6
CCOC(=O)C1(C)CCN1C(=O)c1ccccc1C (configuration not stated)	-3.3	-5	0.2	·	4	-8	·	·	·	·
O=C(CSc1nnc2ccccn12)c1ccccc1	-0.2	-6	8.3	1&1	3	-1	2	-7	-2	-7

The list goes on, overlapping the part above by 4 compounds.
SMILES	BH1578 lux ind	CCHF vOTU inh	TcdB GH inh	SSB-PriA inh	Yp Topo-I inh	PrPC surface inh	VHR inh abs	MazEF act	3CLpro inhibitor	Rv3671c inh
O=C(C[C@@H]1C/C=C\C[C@H](NC(=O)OCC2c3ccccc3-c3ccccc32)C(=O)OC[C@H]2CCCN2C1=O)N[C@H](CO)Cc1ccccc1	1.0	5	0.1	·	25	10	·	2	·	-7
Cc1cc(=O)n(C(NC(=O)c2ccccc2)C(=O)c2ccccc2)cn1 (configuration not stated)	-7.1	-10	·	-4	-6	1	14	1	2	-6
CCOC(=O)C1(C)CCN1C(=O)c1ccccc1C (configuration not stated)	-3.3	-5	0.2	·	4	-8	·	·	·	·
O=C(CSc1nnc2ccccn12)c1ccccc1	-0.2	-6	8.3	1&1	3	-1	2	-7	-2	-7
CCOc1ccc2nc(N/C(N)=N/C(=S)Nc3cccc(OC)c3)nc(C)c2c1	-0.5	-13	-0.9	·	-1	1	-3	-19	1	-5
O=C(COC(=O)COc1ccccc1Cc1ccccc1)Nc1cccnc1Cl	-0.2	13	·	-14	21	-1	-4	-3	1	-2
Cc1ccc(C)c(NC(=S)c2nc3ccccc3s2)c1	-0.4	15	-0.8	19	4	6	-11	-6	5	5
CC(=O)Nc1sc(C)c(C)c1C(=O)OCC(=O)Nc1ccccc1	-1.3	4	-3.9	-6	-9	11	·	-6	·	-29
COc1ccc(-c2ccnc3nc(Sc4ncc(C(F)(F)F)cc4Cl)nn23)cc1	-2.0	-44	1.4	0	25	11	28	-7	-4	-18
Cc1ccc(S(=O)(=O)N2CCN(C(=O)C3CCCO3)CC2)cc1C (configuration not stated)	-0.5	-1	0.9	-14	3	1	37	2	-3	2
CCOC(=O)C1CCCN(C(=O)c2ccc(S(=O)(=O)Nc3ccccc3OC)cc2)C1 (configuration not stated)	1.2	0	-0.1	-24	0	-4	·	0	·	6
CCOc1ncccc1C(=O)OCC(=O)Nc1cccc(C(C)=O)c1	-8.0	-7	·	7	6	-4	-6	0	1	2
CCOC(=O)/C=C(\C)N1N=C(c2ccccc2)CC1c1ccccc1 (configuration not stated)	-1.1	-2	-0.2	-24	6	-2	-7	-4	-1	0
COC(=O)[C@@H](NCc1ccc(OC)c(B(O)O)c1)C(C)C	i	11	0.8	-10	2	-3	·	4	·	·
Cc1cc(C(=O)Nc2cc(S(C)(=O)=O)ccc2Cl)c(C)o1	i	1	-1.9	-7	5	4	·	-2	·	3
O=C(COC(=O)c1nc(Cl)ccc1Cl)NCc1ccc(Cl)cc1	i	3	1.3	2	4	2	·	0	·	4
CCn1nnnc1NCc1ccc(OCc2c(F)cccc2Cl)c(OC)c1	i	3	0.8	-8	13	2	-15	0	2	-2
CC(=O)Nc1ccc(S(=O)(=O)N2CCN(c3nc4ccccc4n3CC(C)C)CC2)cc1	-1.2	5	1.2	1	3	3	5	6	-5	·
CN(Cc1c(F)cccc1Cl)S(=O)(=O)c1cccs1	-0.6	5	-0.2	-6	13	-7	-3	2	4	-3
CCCOc1ccc(/C=N/NC(=O)C2CC2)c(OCCC)c1	1.8	11	0.6	·	1	-1	16	1	2	12
O=C(N/N=C/c1cccc(Oc2ccccc2)c1)c1cc[n+]([O-])cc1	-0.8	6	·	·	0	-6	41	-3	4	-6
COc1ccc(/C=N\NC(=O)c2cccc(Br)c2)c(OC)c1	-0.3	-2	·	·	12	-1	-18	8	2	8
COc1ccc(CC(C)N2CCN(Cc3ccccc3)CC2)c(OC)c1 (configuration not stated)	0.0	-11	0.7	-7	3	0	31	3	1	-5
O=C(Nc1ccccc1)C1CC=CCC1C(=O)OCC1CCCO1 (configuration not stated)	-0.2	-8	·	-4	6	2	10	1	1	-1
COc1cc(/C=N\Nc2ccc([N+](=O)[O-])cc2)ccc1OCC(=O)Nc1ccc(C)c(C)c1	·	-1	·	·	-7	1	27	5	3	·
O=C(c1cccc(Oc2ccccc2)c1)N1CCOCC1	i	-1	0.3	-9	1	2	5	5	-3	-6
O=C(C1=C[C@@H](c2coc3ccccc3c2=O)C[C@@H](OCc2ccc(CO)cc2)O1)N1CCOCC1	i	2	0.3	-6	13	-1	10	2	1	-7
O=C(N/N=C/C=C/c1ccccc1[N+](=O)[O-])c1cc(-c2ccccc2)n[nH]1	-0.4	-4	0.5	·	-16	-2	43	32	6	-37
CN(Cc1ccccc1)C(=O)c1nc2ccccn2c1CN1CCc2sccc2C1	i	4	1.7	0	7	-5	36	-1	1	0
Next part.
SMILES	BH1578 lux ind	CCHF vOTU inh	TcdB GH inh	SSB-PriA inh	Yp Topo-I inh	PrPC surface inh	VHR inh abs	MazEF act	3CLpro inhibitor	Rv3671c inh
CCc1cc(=O)oc2cc(OCC(=O)N3CC[C@@]4(O)CCCC[C@H]4C3)ccc12	0.0	-11	-1.1	2	4	9	33	6	3	0
CCOC(=O)Cc1nnc(NC(=O)CCc2ccccc2)s1	i	10	-0.5	-4	-5	-6	28	2	3	-15
COc1ccc(-c2csc(NC(=S)NC(=O)c3ccco3)n2)cc1	1.0	-7	1.2	-3	-1	-5	8	10	5	1
O=C(COC(=O)C1CC1)Nc1ccc(Cl)cc1Cl	-6.3	-1	1.9	-3	-3	0	·	11	·	-5
CC(C)CC(=O)Nc1ccc(C(=O)COC(=O)Cc2n[nH]c(=O)c3ccccc23)cc1	0.7	-3	-0.2	-14	4	-1	·	1	·	-12
COc1ccc(OC)c(NC(=O)COC(=O)CCc2ccc(S(=O)(=O)N3CCOCC3)cc2)c1	-2.9	-18	-0.9	2	-2	4	·	3	·	4
CCOC(=O)c1c(NC(=O)COC(=O)c2nc(Cl)ccc2Cl)sc(C(=O)NC)c1C	-0.3	1	1.1	-7	-1	-8	·	-3	·	-2
Cc1cc(C)nc(NC(=O)COc2cc(Cl)cc(Cl)c2)n1	5.6	4	·	-11	-13	-3	-2	0	-3	-9
COc1ccccc1Oc1nnnn1-c1ccc(C(N)=O)cc1	i	-24	1.0	0	1	0	2	0	6	-7
O=C(COc1ccccc1F)Nc1ccc2c(c1)OCCO2	-0.2	3	0.5	-11	-11	5	22	8	2	0
COC(=O)c1ccc(S(=O)(=O)c2ccc([N+](=O)[O-])cc2)cc1	-0.7	16	1.0	-7	3	0	-1	7	-2	-6
CC(=O)OCC(=O)C12OC(C)(C)OC1CC1C3CC=C4CC(O)CCC4(C)C3CCC12C (configuration not stated)	i	-1	1.3	4	6	-3	·	0	·	·
O=C(CCN1CCOCC1)N/N=C/c1cc(Br)cc(Br)c1O	-0.3	-12	-16	·	-4	6	16	3	0	8
Cc1cc(=O)oc2c(C)c(OCC(=O)NC3CCN(Cc4ccccc4)CC3)ccc12	1.2	-2	0.8	-15	12	-6	13	-3	-5	-7
O=C(CN1CCN(S(=O)(=O)c2ccc(Cl)cc2)CC1)NC(=O)NC1CCCCC1	-7.1	7	·	0	19	6	8	4	0	-7
Cc1ccc(C(=O)NC2CCN(CC(=O)Nc3c(C)cc(C)cc3C)CC2)cc1	-0.6	8	-0.5	-12	2	-4	0	6	-8	1
O=C(O)c1cc2ncc(CCO)cn2n1	i	6	0.8	-1	-15	1	17	1	0	-14
O=C1CC(c2ccccc2)CC(O)=C1C=NCC1CCCO1 (configuration not stated)	i	11	·	1	6	3	15	6	0	-17

Some of the compounds tested. The share of hits here may be higher or lower than overall.
